# TCR act: activators of T cell receptors; primary human leukocytes, anti-CD3, IL-2 HTRF, 48 h; Potency, µM (series often up to 9.22 µM), for inactives: at the highest dose activation of IL-2 secretion, actives largely listed as activators; 330,000 tested, under 10 active; AID 504894; also: % of control where 0% means no effect
#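 TCR engagement came from a-CD3 beads alone, with compounds added to primary human leukocytes for 48 hr. Secreted IL-2 bridged europium cryptate- and d2-labelled anti-IL-2 antibodies, giving FRET emission at 665nm after 320nm excitation.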
# Tb PFK inh: T. brucei PFK enzyme inhibition; O15648; T. brucei PFK, ADP-Glo luminescence; Potency, µM (titrated, usually from 57.5 µM), for inactives: top-dose activity, negative = inhibition, most hits filed as inhibitors; actives 0.17% (n = 330,000);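 also: potency is read from the fitted curve at half-maximal effect; 0% = uninhibited 1x PFK enzyme wells and -100% = no-enzyme wells; nearly all actives have a fitted effect of over 60% in size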
#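 Activity is normalized to no-enzyme wells (full inhibition) and 1.25 nM enzyme wells (no inhibition). Reaction: 0.5 mM F6P, 0.1 mM ATP, 45 min RT, ADP-Glo luminescence; concentration-response curves fitted and classed by quality.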
# ELG1 repair inh: inhibitors of ELG1-dependent DNA repair in HEK293T cells | Potency, µM (top dose mostly 46.1 µM), for the others: at the highest dose activity change, negative = inhibition, hits mostly inhibitors | actives 2.3% (n = 330,000) | AID 504467 | HEK293T ELG1-luciferase reporter, luminescence, 16 h; DNA damage induced by 5-fluorouridine; also: potency is read from the fitted curve at half-maximal effect; % is scaled to controls: 0 for no effect and ±100 for the full control effect; nearly all actives have a fitted effect of over 55% in size
#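 5-Fluorouridine DNA damage + compound/DMSO, 2,000 cells/well, 16 h, 37 °C/5% CO2. ONE-Glo, 30 min RT, luminescence. Readout = decrease in reporter signal.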
# PTAP TSG101 blk: blocks PTAP/TSG101 interaction to inhibit HIV-1 budding; Potency, µM (series often up to 115 µM), inactives show top-dose activity change, negative = inhibition, usual class: inhibitors; Q99816; AID 493005; 340,000 tested, under 10 active; Fluorescence polarization, FITC-PTAP peptide / Tsg101 binding; active = well fitted inhibition curve with a large enough effect in the main read-out, with a control signal flat, not every such curve was filed as active; inconclusive = small, poorly fitted or top-dose-only effect, or effect the other way, or a change in a side signal; inactive = no such curve, though single readings can be large or run the other way; also: potency is read from the fitted curve at half-maximal effect; % of control where 0% means no effect
# Target sequence (Q99816 whole entry, looked up): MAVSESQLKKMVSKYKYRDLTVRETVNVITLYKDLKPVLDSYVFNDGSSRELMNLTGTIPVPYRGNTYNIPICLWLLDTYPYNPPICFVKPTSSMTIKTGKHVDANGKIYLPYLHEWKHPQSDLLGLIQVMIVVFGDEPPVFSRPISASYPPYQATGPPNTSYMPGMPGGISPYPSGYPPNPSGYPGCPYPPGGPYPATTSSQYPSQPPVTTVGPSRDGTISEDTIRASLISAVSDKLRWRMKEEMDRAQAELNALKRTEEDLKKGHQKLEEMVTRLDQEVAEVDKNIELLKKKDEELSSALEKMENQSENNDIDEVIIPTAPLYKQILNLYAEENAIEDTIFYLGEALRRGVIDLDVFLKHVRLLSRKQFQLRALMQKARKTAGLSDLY
#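 Steps: Tsg101 binding domain dispensed (10 uM final), compounds pinned in DMSO, FITC-labeled PTAP-motif peptide added (50 nM final); after 20 min binding at room temperature, polarization measured.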
# TSHR antag: blocks TSH signaling through the human TSH receptor; TSHR-expressing cells, TSH-stimulated cAMP HTRF, 2 h; stronger effect = lower value; activity change, negative = inhibition, % at 11.5 µM; actives 0.2% (n = 330,000); AID 504810;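 active = activity change below a set negative limit, meaning inhibition stronger than a set level, cut at about -70% in these data; inconclusive = activity change between two set negative limits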; also: % is scaled to controls: 0 for no effect and ±100 for the full control effect
#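 Competitive HTRF cAMP read-out (cryptate anti-cAMP antibody, cAMP-d2; 30 min, room temperature) in freshly harvested TSHR cells. Compounds added before TSH at EC80 (4nM final), followed by 2 hours' incubation at 37 deg C.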
# Mito fusion yeast: mitochondrial division inhibition or fusion activation; S. cerevisiae fusion-defective mutant growth rescue, CellTiterGlo 48 h; Potency, µM (series often up to 46.1 µM), inactives show at the highest dose growth rescue (activation), most hits filed as activators; actives 0.23% (n = 320,000);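 also: potency is read from the fitted curve at half-maximal effect; % of control where 0% means no effect; nearly all actives have a fitted effect of over 45% in size; temperature-sensitive fusion mutants such as fzo1-1 at 37 °C on non-fermentable ethanol glycerol medium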
#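 Yeast fusion mutant, YPEG (non-fermentable carbon), compound, 48 h at 37C non-permissive; CellTiterGlo added, 10 min RT, luminescence read. Rescued growth = division inhibition.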
# BCR signal inh: blocks chronic active B-cell receptor signaling. ABC-DLBCL IkBa-CBG/CBR reporter, luminescence ratio, 4 h. Potency, µM (highest dose often 46.1 µM), for inactives: top-dose ratio change, negative = lower green/red ratio, hits mostly inhibitors. actives 0.05% (n = 340,000). AID 493014; active = well fitted inhibition curve with a large enough effect in the signal ratio, with a control signal flat, not every such curve was filed as active; inconclusive = small, poorly fitted or top-dose-only effect, or effect the other way, or a change in a side signal; the % refers to the signal ratio;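 also: potency is read from the fitted curve at half-maximal effect; plate controls were basal doxycycline-induced cells for no effect and cells given 10 µM MG132 for full effect; MG132 reads +100%, hits lower the ratio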
#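 Cell line TMD8 (human ABC DLBCL), stably expressing tet-inducible CBG68-IkBa fusion and CBR; IMDM/0.5% FBS; cpd up to 46 uM; dox induction, 4 h, 37C/5% CO2; dual luminescence; green/red ratio; MG132 control.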
# B2AR arrestin: recruits beta-arrestin to the human beta2-adrenergic receptor. P07550. beta-arrestin recruitment to beta2AR, cell-based reporter. Potency, µM (series often up to 46.1 µM), for inactives: at the highest dose activation, hits mostly activators. actives 0.02% (n = 330,000). AID 492947;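 also: potency is read from the fitted curve at half-maximal effect; 0% = DMSO controls and full agonism = EC100 isoproterenol or metaproterenol; nearly all actives have a fitted effect of over 65% in size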
# Eya2 phos inh: blocks the phosphatase activity of human Eya2. actives 0.006% (n = 330,000). recombinant Eya2, OMFP fluorescence dephosphorylation (OMFP is methylfluorescein phosphate). Potency, µM (titrated, usually from 76.9 µM), for the others: top-dose activity, negative = inhibition, actives largely listed as inhibitors. AID 488837. O00167; also: potency is read from the fitted curve at half-maximal effect; % is scaled to controls: 0 for no effect and ±100 for the full control effect
# Target sequence (O00167 whole entry, looked up): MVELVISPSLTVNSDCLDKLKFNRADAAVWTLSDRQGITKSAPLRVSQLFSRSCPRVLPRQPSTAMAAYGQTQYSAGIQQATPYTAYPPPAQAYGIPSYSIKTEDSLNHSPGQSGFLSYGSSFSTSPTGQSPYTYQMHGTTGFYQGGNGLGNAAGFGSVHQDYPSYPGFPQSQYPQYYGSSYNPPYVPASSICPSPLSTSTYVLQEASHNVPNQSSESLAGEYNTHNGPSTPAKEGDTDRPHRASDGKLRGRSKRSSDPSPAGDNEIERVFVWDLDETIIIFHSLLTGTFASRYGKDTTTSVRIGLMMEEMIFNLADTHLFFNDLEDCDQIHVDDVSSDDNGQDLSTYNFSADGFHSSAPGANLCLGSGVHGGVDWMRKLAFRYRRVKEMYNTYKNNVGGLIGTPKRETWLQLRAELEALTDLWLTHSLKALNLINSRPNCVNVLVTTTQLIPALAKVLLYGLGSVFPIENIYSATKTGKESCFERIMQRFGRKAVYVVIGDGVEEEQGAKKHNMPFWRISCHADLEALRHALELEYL
#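 Eya2 (0.2 uM) preincubated 10 min at ambient with compound, then OMFP substrate added at 50 uM; 10 min reaction in 50 mM HEPES pH 7.5, 50 mM NaCl, 5 uM MgCl2, 0.05% BSA, 1 mM DTT. Fluorescence read at Ex 485/Em 525 nm.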
# USP2a block: USP2a (human) protease inhibition; O75604; Potency, µM (doses to about 38.3 µM), inactives show at the top dose activity change, negative = inhibition, most hits filed as inhibitors; AID 463254; USP2 core, Ub-CHOP2 coupled fluorogenic reporter, 485/531; actives 0.01% (n = 330,000);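 also: potency is read from the fitted curve at half-maximal effect; plate controls were DMSO wells for no effect and full inhibition by NEM control for full effect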
#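 Deubiquitinase activity read as fluorescence (485/531 nm) after Ub-CHOP2 cleavage activates the enterokinase reporter on its substrate; USP2 core 10nM, Ub-CHOP2 and substrate 25nM each, 30min compound preincubation then 60min RT; data normalized to NEM, curves fitted.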
# uPA surface inh: blocks generation of uPA at the cell surface; cell surface uPA generation assay, qHTS; actives 0.31% (n = 330,000); Potency, µM (titrated, usually from 38.3 µM), without a hit: top-dose activity change, negative = inhibition, hits mostly inhibitors; active = well fitted inhibition curve with a large enough effect; inconclusive = small, poorly fitted or top-dose-only effect; inactive = no such curve, though single readings can be large or run the other way; tested in mouse RAW 264.7 cells; also: potency is read from the fitted curve at half-maximal effect; % is scaled to controls: 0 for no effect and ±100 for the full control effect; nearly all actives have a fitted effect of over 55% in size
# * marks the source's active call; other numbers are inactive results; ? = inconclusive; / = no result given; [ ] = another dose, or the depositor's remark. Unless noted, calls follow the shape of the dose curve; as a rule, active = well fitted curve in the direction sought with a large enough effect; inconclusive = small, poorly fitted or top-dose-only effect, or another doubt; inactive = no such curve, though single readings can be large; an effect the other way counts as inactive or inconclusive. This is a subset (hit frequency here may not be typical).
SMILES,TCR act,Tb PFK inh,ELG1 repair inh,PTAP TSG101 blk,TSHR antag,Mito fusion yeast,BCR signal inh,B2AR arrestin,Eya2 phos inh,USP2a block,uPA surface inh
CCOc1ccccc1N=C1SCCCN1C,-1%,-2%,8%,-1%,0,-3%,-2%,-0.2%,5%,2%,/
COC(=O)C1=C(c2ccc(OCc3ccccc3)cc2)C[C@@H]2CC[C@H]1N2C(=O)NCCN1CCOCC1,1%,3%,-1%,-2%,7,/,1%,2.4%,10%,-2%,7%
CCN(CC)CC(O)c1ccc(C2CCCC2)cc1 (stereo unspecified),-20%,1%,-2%,-1%,5,0%,-3%,-0.6%,3%,3%,-13%
Fc1c(F)c(F)c(N2CCNCC2)c(F)c1F,-5%,-5%,15%,0%,54,-12%,8%,-0.5%,-14%,2%,-1%
O=C(Nc1ccc(Cl)cc1C(=O)c1ccccc1)c1ccco1,/,0%,-4%,-4%,-13,-4%,10%,-0.1%,-1%,2%,0%
CC(N)Cc1cn(Cc2ccccc2)c2ccccc12 (stereo unspecified),-2%,-19%,4%,4%,-3,-15%,?,-0.5%,3%,9%,-4%
O=c1[nH]c(=S)n(CCC2=CCCCC2)c(O)c1/C=N/N1CCOCC1,12%,1%,0%,-7%,-9,1%,4%,0.2%,2%,1%,13%
Cc1nc(C(=O)O)nn1-c1ccc([N+](=O)[O-])cc1,-5%,4%,1%,0%,-7,-2%,1%,0.2%,?,0%,6%
CCN(CC)P(=O)(c1nccn1C)N(CC)CC,2%,0%,6%,-1%,1,-5%,5%,0.0%,2%,-1%,15%
Clc1ccc2nc3c(c(-c4ccccc4)c2c1)CNCC3,-10%[46.1 µM],1%,-12%,-1%,-17,-3%,3%,-0.9%,-12%,0%,6%
Cn1c(=O)cc(OCC(=O)N2CCN(C3CCCCC3)CC2)c2ccccc21,9%,-6%,?,-4%,-1,-1%,?,-0.2%,3%,2%,-2%
CCC(C)N1C(=O)/C(=C\c2cc3c4c(c2)CCCN4CCC3)C(=O)NC1=S (stereo unspecified),4%,11%,?,-3%,-4,-1%,-2%,-1.1%,9%,-1%,0%
O=C1NCCN2CCCC12 (stereo unspecified),-4%,-1%,5%,-8%,13,-8%,?,-0.2%,0%,5%,0%
CN1C(=O)C(=Cc2ccc(-c3cccc(Cl)c3)o2)C(=O)N(C)C1=O,/,1%,?,/,-2,0%,3%,-0.7%,-11%,2%,/
Cc1ccc(C2N(c3cc(C)on3)C(=O)C3CCCN32)cc1 (stereo unspecified),/,0%,17%,-6%,1,7%,-7%,0.0%,-24%,0%,-3%
COc1ccccc1Cn1c(SCC#N)nc2cc(C(=O)N3CCC4(CC3)OCCO4)ccc2c1=O,0%,1%,-15%,-3%,1,-17%,2%,0.2%,1%,0%,-9%
CC(=NCCN1CCOCC1)c1c(O)n(C2CCCCC2)c(=O)[nH]c1=O,-1%,4%,-6%,-11%,15,4%,-3%,0.2%,5%,1%,-1%
CCN(CC)C(=O)Oc1cc2c(-c3cc4cccc(OC)c4o3)cc(=O)oc2cc1C,-1%,-5%,?,0%,-12,1%,1%,-0.3%,-1%,3%,2%
CC(C)NC(=O)COC(=O)c1ccc(S(=O)(=O)N2CCCC2)cc1,2%,3%,?,-4%,28,1%,-1%,-0.5%,0%,-1%,0%
Cc1ccc(-c2nc(N3CCOCC3)s[n+]2-c2ccccc2)cc1,-2%[46.1 µM],-2%,?,-2%,2,7%,1%,-0.3%,-2%,1%,-3%
CC(=NCC1CCCO1)c1c(O)n(-c2ccc(Cl)cc2)c(=O)[nH]c1=O (stereo unspecified),-6%,0%,4%,-13%,-2,1%,?,-0.5%,10%,-1%,0%
Cc1cccc(NP(=O)(Oc2ccccc2)Oc2ccccc2)c1C,1%,0%,?,0%,6,4%,-4%,-0.6%,-13%,-9%,/
C=CC[C@@H](CC(=O)N(CCO)Cc1ccccc1)C(=O)NC[C@H](OC(=O)[C@@H](CC=C)CC(=O)OC(C)(C)C)c1ccccc1,3%,5%,21µM*,-10%,-12,/,?,0.2%,-12%,1%,?
O=C(NC(Cc1ccccc1)C(=O)N1CCC2(CC1)OCCO2)C1CCCCC1 (stereo unspecified),-4%,0%,0%,-3%,8,-1%,2%,-2.8%,-7%,2%,6%
O=C(N/N=C/c1c(O)n(-c2ccccc2)c(=S)[nH]c1=O)c1ccccc1,-8%,3%,?,-5%,-8,3%,?,1.0%,-2%,1%,-1%
C[C@@H]1CC[C@H]2[C@@H](C)C(=O)O[C@@H]3O[C@@]4(C)CC[C@@H]1[C@]32OO4,3%,1%,-6%,1%,7,-5%,?,0.2%,-1%,0%,-18%
Cc1nn(Cc2ccccc2)c(Cl)c1C(=O)OCC(=O)Nc1cccc2ccccc12,2%[46.1 µM],10%,22%,0%,12,-3%,?,-0.5%,2%,-1%,5%
COC(=O)C1=C(c2ccc(F)cc2OCc2ccccc2)C[C@@H]2CC[C@H]1N2C(=O)NC1Cc2ccccc2C1,-1%,-5%,-10%,-3%,-4,19%,?,0.1%,-16%,-1%,?
CN1CCN(C(=S)SCC(=O)Nc2ccc(Cl)cc2C(=O)c2ccccc2)CC1,2%[46.1 µM],0%,?,-2%,-7,12%,?,0.0%,4%,-7%,-2%
Cc1ccc(-n2c(O)c(C=Nc3ccccc3N)c(=O)[nH]c2=O)cc1C,11%,3%,?,1%,-16,-2%,0%,0.3%,-3%,-1%,-9%

# Pulled by compound from the list above (4):
SMILES,TCR act,Tb PFK inh,ELG1 repair inh,PTAP TSG101 blk,TSHR antag,Mito fusion yeast,BCR signal inh,B2AR arrestin,Eya2 phos inh,USP2a block,uPA surface inh
O=C(Nc1ccc(Cl)cc1C(=O)c1ccccc1)c1ccco1,/,0%,-4%,-4%,-13,-4%,10%,-0.1%,-1%,2%,0%
CN1C(=O)C(=Cc2ccc(-c3cccc(Cl)c3)o2)C(=O)N(C)C1=O,/,1%,?,/,-2,0%,3%,-0.7%,-11%,2%,/
Cn1c(=O)cc(OCC(=O)N2CCN(C3CCCCC3)CC2)c2ccccc21,9%,-6%,?,-4%,-1,-1%,?,-0.2%,3%,2%,-2%
Clc1ccc2nc3c(c(-c4ccccc4)c2c1)CNCC3,-10%[46.1 µM],1%,-12%,-1%,-17,-3%,3%,-0.9%,-12%,0%,6%

# Further records follow:
SMILES,TCR act,Tb PFK inh,ELG1 repair inh,PTAP TSG101 blk,TSHR antag,Mito fusion yeast,BCR signal inh,B2AR arrestin,Eya2 phos inh,USP2a block,uPA surface inh
CCCCn1c(=O)c(C(=O)Nc2cccc(C)c2)c(O)c2ccccc21,8%,3%,-30%,-5%,-18,-1%,8%,-1.0%,5%,0%,22%
O=C(Cn1ncc2c3ccccc3n(Cc3ccccc3F)c2c1=O)N1CCC2(CC1)OCCO2,0%,0%,5%,2%,-7,4%,1%,-0.1%,-1%,3%,-8%
CCOC(=O)c1c(/N=C/C2C(=O)NC(=S)NC2=O)sc(C)c1C,/,20%,3%,/,17,-7%,4%,0.2%,-17%,8%,/
COC(=O)CN1C(=O)C2(C(C(=O)OC)=C(N)Oc3ccccc32)C2=C1CC(C)(C)CC2=O (stereo unspecified),-2%,-2%,-1%,-5%,9,-1%,0%,0.0%,-8%,0%,/
Nc1ccccc1N=Cc1c(O)n(CCC2=CCCCC2)c(=O)[nH]c1=O,-5%,1%,?,-2%,2,3%,1%,-0.7%,-2%,0%,-4%
CCOP(=O)(OCC)/C(C#N)=C/c1ccc(-c2ccc(F)cc2F)o1,3%,1%,?,-8%,-1,?,1%,0.4%,-22%,3%,1%
